Tau fibril FP – inhibitors of human tau fibril formation | P10636 | K18 P301L tau heparin fibrillization, Alexa594 FP, 6 h | Potency, µM (highest dose often 57.7 µM), for inactives: at the top dose activity, negative = inhibition, usual class: inhibitors | hit rate 0.39% among 280,000 | AID 1468; further: on the % scale 0 is the no-effect control and ±100 the full control effect; nearly all actives have a fitted effect of over 55% in size
Target sequence (P10636 561-689 P618L limits assumed): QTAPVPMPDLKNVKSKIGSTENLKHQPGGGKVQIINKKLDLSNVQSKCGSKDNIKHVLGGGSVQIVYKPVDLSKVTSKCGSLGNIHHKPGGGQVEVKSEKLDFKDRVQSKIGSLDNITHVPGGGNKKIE
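Human K18 P301L fragment (15 uM unlabeled plus 0.24 uM Alexa 594-labeled) in 100 mM sodium acetate pH 7 with compound, aggregation induced by 20 uM heparin for 6 hr at 37 C. ThT (30 uM) added for 1 hr, then Alexa 594 FP read.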
GAA spleen mod – inhibits or activates alpha-glucosidase in human spleen homogenate; human spleen homogenate, 4-MU-alpha-glucoside fluorescence; Potency, µM (doses to about 79.9 µM), without a hit: top-dose activity change, negative = inhibition, hits mostly inhibitors; hit rate 0.006% among 240,000; AID 2112;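 further: 0% = enzyme with vehicle and -100% = no enzyme basal signal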
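Enzyme source: human spleen homogenate, 1 ug/well. Buffer 50 mM citric acid/K phosphate pH 5.0, 0.01% Tween-20. 4-MU-alpha-glucoside 1 mM; 37 C x 40 min; NaOH/glycine stop; fluorescence.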
HTT cytoprotect – Huntington cell model cytoprotection by ATP luminescence; PC12 HTT-Q103 induced, cytoprotection, ATP luminescence, 40 h; Potency, µM (highest dose often 56.4 µM), inactives show cytoprotection (ATP increase), hits mostly activators; hit rate 0.14% among 230,000;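 further: % of control where 0% means no effect; nearly all actives have a fitted effect of over 45% in size; toxic huntingtin expression switched on by the ecdysone agonist tebufenozide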
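Cells were plated at 1500 per well in phenol red-free DMEM with 5% equine and 5% calf serum. Tebufenozide (100 nM final) and compounds were added, then ATPlite reagent, and luminescence was read.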
Tau ThT inhib – inhibitors of human tau fibril formation, thioflavin T binding | hit rate 2.1% among 270,000 | recombinant tau K18 P301L, heparin-induced fibrillization, ThT fluorescence | Potency, µM (doses to about 57.4 µM), inactives show top-dose activity, negative = inhibition, usual class: inhibitors | P10636; further: on the % scale 0 is the no-effect control and ±100 the full control effect; nearly all actives have a fitted effect of over 55% in size
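Aggregation was driven by heparin (20 uM final) acting on recombinant tau […] bearing P301L in 100 mM sodium acetate pH 7; fibrils were detected with Thioflavin T.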
GAA glycogen mod – inhibitors or activators of human alpha-glucosidase glycogen cleavage. recombinant GAA, glycogen substrate, Amplex Red glucose oxidase fluorescence. Potency, µM (doses to about 76.4 µM), inactives show at the highest dose activity change, negative = inhibition, most hits filed as inhibitors. hit rate 0.38% among 300,000. AID 2100;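 further: 0% = full enzyme reaction and -100% = no-enzyme basal signal; the screen sought inhibitors and activators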
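Recombinant enzyme (4 nM final) with compounds titrated up to 77 uM and bovine liver glycogen (30 ug) in citrate pH 5.0, 0.01% Tween-20, 37 C 40 min. Released glucose detected by Amplex Red/glucose oxidase (Ex 573/Em 610); AC50 from Hill fits.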
GLA spleen mod – alpha-galactosidase A (human) modulation; hit rate 0.008% among 240,000; Potency, µM (doses to about 80 µM), for the others: top-dose activity change, negative = inhibition, usual class: inhibitors; human spleen homogenate, 4MU-alpha-Gal fluorescence, 40 min; AID 2107;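 further: 0% = enzyme with vehicle and -100% = no enzyme basal signal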
Target sequence (P06280 32-429 limits assumed): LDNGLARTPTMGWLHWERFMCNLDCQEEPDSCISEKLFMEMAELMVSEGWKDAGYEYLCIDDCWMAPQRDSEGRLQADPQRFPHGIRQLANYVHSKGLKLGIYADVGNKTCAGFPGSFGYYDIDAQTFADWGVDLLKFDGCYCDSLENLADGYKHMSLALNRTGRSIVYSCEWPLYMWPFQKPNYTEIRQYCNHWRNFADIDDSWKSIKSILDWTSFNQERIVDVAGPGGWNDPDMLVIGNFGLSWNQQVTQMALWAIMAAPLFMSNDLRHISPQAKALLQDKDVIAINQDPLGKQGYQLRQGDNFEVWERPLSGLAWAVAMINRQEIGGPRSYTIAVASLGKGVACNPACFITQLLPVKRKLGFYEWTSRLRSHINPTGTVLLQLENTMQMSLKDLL
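Spleen homogenate 1 ug + cpd (titration) + 4-MU-alpha-D-galactopyranoside 1 mM; 37C 40 min; 50 mM citrate/phosphate pH 5.0, 0.01% Tween-20; stop pH 10; fluorescence 365/440; AC50 via Hill.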
Tau fluor counter – counter-screen for tau fibril formation inhibitors. tau K18 P301L Alexa594 fluorescence, heparin fibrillization. Potency, µM (titrated, usually from 57.7 µM), for inactives: top-dose activity change, negative = decrease. hit rate 0.93% among 280,000. AID 1463; further: on the % scale 0 is the no-effect control and ±100 the full control effect; nearly all actives have a fitted effect of over 55% in size
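Human tau K18 P301L (15 uM unlabeled, 0.24 uM Alexa 594-labeled) in 100 mM sodium acetate pH 7 with 20 uM heparin, 6 hr at 37 C. ThT 30 uM added, 1 hr ambient; Alexa 594 FP and total fluorescence read at 555/632 nm.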
GAA inh – blocks human lysosomal alpha-glucosidase. P10253. purified human GAA, 4-MU-alpha-glucoside fluorescence. Potency, µM (titrated, usually from 76.9 µM), for the others: at the highest dose activity change, negative = inhibition, most hits filed as inhibitors. hit rate 0.005% among 200,000;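 further: plate controls were uninhibited enzyme wells for no effect and no-enzyme background for full effect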
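Human alpha-glucosidase, 4 nM, pre-mixed with test compounds before 400 uM 4-methylumbelliferyl substrate; 20 min room temperature at pH 5.0. Fluorescence read after pH 10 stop; AC50 values from Hill-equation fits.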
* = called active by the depositor; ? = inconclusive; . = not tested or not shown; [ ] = remark or other dose. The call rests on the fitted dose curve; in most records, active means well fitted curve in the direction sought with a large enough effect; inconclusive means small, poorly fitted or top-dose-only effect, or another doubt; inactive means no such curve, though single readings can be large; an effect the other way counts as inactive or inconclusive. Potency means the concentration at half of the fitted maximal effect. Rows are unselected; 3.3% or so of the library scored in one or more.

structure,Tau fibril FP,GAA spleen mod,HTT cytoprotect,Tau ThT inhib,GAA glycogen mod,GLA spleen mod,Tau fluor counter,GAA inh
Cc1ccc(C(=O)/C=C/Nc2ccccc2C(N)=O)o1,4%,-7%,-150%[inhibitor][0.074 µM],?,3%,-7%,3%,-1%
CCc1nc(SC)ncc1C(=O)N1CCN(c2cc(Cl)ccc2C)CC1,3%,.,.,-13%,7%[76.3 µM],.,5%,.
COc1ccc(S(=O)(=O)NCc2ccc(C(=O)N3CCc4ccccc4C3)cc2)cc1,14%,4%,0%[10 µM],?,-6%,5%,-12%,0%
CCC(=O)N(CCc1ccccc1)Cc1cc2cc(OC)ccc2[nH]c1=O,4%,-6%,0%[10 µM],.,3%,-6%,-25%,.
Cn1c(=O)[nH]c(=O)c2c1nc(N1CCNCC1)n2Cc1cccc2ccccc12,14%,-1%,10%[10 µM],-5%,2%,7%,6%,-4%
CCc1cc2c(=O)c(-c3ccc4c(c3)OCCO4)coc2cc1OC(=O)c1ccco1,-11%,-2%,-64%[inhibitor][10 µM],-9%,-3%,3%,-16%,2%
CC(=O)NCCC(=O)Nc1ccc(C(N)=O)cc1,-4%,-11%,-18%,-4%,3%,-3%,-2%,-4%
C=C(C)Cn1c(=O)c2c(nc3n2CCN3c2cccc(Cl)c2C)n(C)c1=O,2%,-4%,-26%,-7%,9%,8%,-5%,-6%
Cc1c(Br)c([N+](=O)[O-])nn1CC(=O)N1CCc2ccccc2C1,0%,-1%,-44%[10 µM],-8%,-13%,-1%,-13%,-2%
CCCCn1nnnc1NCc1cccnc1,7%,0%,2%[1.9 µM],6%,3%,10%,11%,-12%
Cc1nc(SCC(=O)Nc2ccccc2F)[nH]c(=O)c1Cc1ccccc1,-4%,.,.,3%,-3%[76.3 µM],.,-2%,.
Cc1cc(NC(=O)c2ccco2)cc(-c2nc3cc(Cl)ccc3o2)c1O,-3%,.,.,?,9%[76.3 µM],.,?,.
FC(F)(F)c1cccc(-c2ccc(-c3csnn3)o2)c1,-8%,2%,-30%,-13%,8%,4%,-20%,?
CC(CNS(=O)(=O)c1ccccc1)Sc1ncccn1 (stereo unspecified),-1%,4%,1%[10 µM],0%,-13%,4%,-4%,.
CC(NS(=O)(=O)c1ccccc1)C(=O)NCCc1ccccn1 (stereo unspecified),-4%,5%,-5%[10 µM],3%,23%,7%,1%,14%
CCCc1[nH]nc2c1C(c1ccc(OC)c(CSC3=NCCS3)c1)C(C#N)=C(N)O2 (stereo unspecified),10%,-2%,-8%,-14%,-16%,12%,-24%,-8%
CCOc1ccc(NS(=O)(=O)c2ccc3[nH]c(=O)oc3c2)cc1,10%,0%,-22%,-7%,9%,-8%,-14%,-4%
CC1(C(=O)N(CC(=O)NC2CCCC2)C2CCCC2)CC(=O)N=C2C=CC=CN21 (stereo unspecified),-2%,0%,-29%[10 µM],-1%,7%,8%,1%,?
O=C(C1CCCN(Cc2cccs2)C1)N1CCCCCC1 (stereo unspecified),-8%,-10%,-2%,?,1%,-3%,-10%,0%
CC(C)(C)C(=O)NC1CCN(S(=O)(=O)c2ccc(C(F)(F)F)cc2)CC1,1%,6%,?,-2%,-1%,7%,-2%,?
COc1ccccc1Nc1nnc(SCC(=O)Nc2cc(C)on2)s1,-11%,3%,4%,-3%,5%,10%,-8%,-11%
CN(C)N1C(N)=C(C#N)C(c2cccnc2)C2=C1CCCC2=O (stereo unspecified),?,0%,-1%[10 µM],-3%,-29%,5%,-7%,3%
Cc1ccc(-c2nnc(Sc3nc4ccccc4o3)c3ccccc23)cc1,-4%,-12%,1%,?,-2%,-5%,-13%,-9%[15.4 µM]
Cc1nc(N)ncc1Sc1ccc(Cl)cc1,3%,.,3%,-8%,-5%,-1%,2%,-1%
CCSc1nc2c(c(=O)[nH]1)C(c1ccncc1)C(C(=O)OC(C)C)=C(C)N2 (stereo unspecified),-2%,-2%,-2%,-7%,4%,1%,-5%,-4%
CC(C)c1ccc(-c2nc(N3CCOCC3)[nH]c(=O)c2C#N)cc1,-4%,-10%,-27%[0.074 µM],-8%,1%,-16%,-2%,-6%
Cc1ccccc1NC(=O)CSc1nnc(-c2ccccc2)n1-c1ccccc1,-4%,-4%,4%,-8%,-1%,-2%,-10%,1%
COC(=O)c1cccc(S(=O)(=O)N2CCC(C)CC2)c1,0%,-26%,-11%,-9%,2%,-18%,-8%,-4%
C=CCOc1nc2c(c(=O)n(C)c(=O)n2C)n1Cc1ccccc1,?,3%,6%[10 µM],0%,3%,3%,8%,.
C=CCNC(=O)c1ccccc1NC(=O)Cc1ccccc1[N+](=O)[O-],-1%,8%,28%[10 µM],5%,12%,6%,-2%,-6%
COc1cccc(CNC(=O)c2nn(-c3ccc(C)cc3)c(=O)c3c2c2ccccc2n3C)c1,-7%,.,.,-2%,0%[76.3 µM],.,-13%,.
O=C(CCN1CCOCC1)Nc1c(-c2ccccc2)c2cc(Br)ccc2[nH]c1=O,7%,1%,-5%[10 µM],4%,0%,-2%,6%,-1%
CC(C)OC(=O)c1cccc(-c2ccc(C=O)o2)c1,0%,4%,.,5%,-9%,9%,2%,9%
Cc1cc(C)cc(N(CC(=O)N2CCN(Cc3ccccc3)CC2)S(=O)(=O)c2c(C)noc2C)c1,7%,6%,-25%,-5%,6%,3%,1%,-5%[15.4 µM]
Cc1ccc(C2N(c3ccc(F)cc3)C(=O)C3CCCN32)cc1 (stereo unspecified),-9%,0%,-2%,-5%,-1%,8%,-12%,-8%[15.4 µM]
Cc1c(Cl)c([N+](=O)[O-])nn1Cc1ccc(C(=O)N/N=C\c2cccc(Br)c2)o1,13%,-9%,-67%[inhibitor],0%,-4%,1%,-12%,-10%
Cc1cc(Nc2nc3c(c(=O)n(C)c(=O)n3C)n2C)n(-c2ccc(Cl)cc2)n1,8%,2%,8%[10 µM],-4%,25µM*,-2%,-8%,-19%
Cc1cccc(-n2c(O)c(C=NC3CCS(=O)(=O)C3)c3ccccc3c2=O)c1C (stereo unspecified),4%,-15%,13%[10 µM],-5%,2%,-7%,-5%,.
CC(/C=C/c1ccccc1)NC(N)=O (stereo unspecified),-8%,4%,-11%,-5%,5%,4%,-10%,-2%
Nc1nc2sc3c(c2cc1C(=O)N1CCOCC1)CCCC3,1%,1%,-26%,-8%,2%,13%,-7%,7%
C1=CN2CCC1C(c1ccccc1)C2 (stereo unspecified),2%,-5%,2%,-8%,-1%,-8%,-8%,-13%
CCOC(=O)c1ccc(N2C(=O)c3n[nH]c(-c4ccco4)c3C2c2ccc(F)cc2)cc1 (stereo unspecified),?,.,.,1%,-19%[76.3 µM],.,?,.
Cc1nc([N+](=O)[O-])c(N2CCOCC2)n1Cc1ccccc1,0%,-7%,-13%[10 µM],-9%,3%,-18%,-10%,.
Cc1sc2nc(SCC(=O)Nc3c(C)n(C)n(-c4ccccc4)c3=O)n(C)c(=O)c2c1C,-8%,-4%,-2%[10 µM],?,1%,1%,-5%,-2%
Cc1ccc(C(=O)C[n+]2cccc3cc(C)ccc32)cc1,-1%,-5%,-25%,-5%,-4%,-7%,0%,4%
COc1ccc(-c2nnn(CC(=O)N3CCOCC3)n2)cc1,-3%,3%,-17%,-8%,2%,1%,-6%,1%
COc1ccc2c(c1OC)C(=O)OC2Nc1nc(-c2ccc([N+](=O)[O-])cc2)cs1 (stereo unspecified),4%,0%,10%[10 µM],.,2%,-3%,-2%,.
CCOC(=O)CC1C(=O)NCCN1C(=O)c1c(F)cccc1F (stereo unspecified),8%,1%,13%,-8%,10%,-8%,-6%,-3%
CC(C)(C)NC(=O)CSc1nc(-c2ccc(F)cc2)cc(C(F)(F)F)n1,?,.,.,4%,-7%[76.3 µM],.,-15%,.
O=C1CC(c2ccccc2)n2nc(NC(=O)c3ccccn3)nc2N1 (stereo unspecified),11%,0%,-10%,-4%,1%,-4%,8%,4%
COCCN(CCOC)Cc1c(O)ccc2c3c(c(=O)oc12)CCC3,?,?,-1%,-3%,-16%,?,2%,?
O=S(=O)(c1cccc(C(F)(F)F)c1)N1CCN(c2cnccn2)CC1,0%,-6%,4%,-1%,1%,-11%,-2%,-4%
O=C(Nc1ccccc1)Nc1nc(-c2ccccc2)cs1,?,-5%,13%[10 µM],6%,5%,-17%,-27%,.
COc1cccc(N2C(=O)C(c3ccccc3)=C(c3nc4ccccc4s3)C2NC(C)=O)c1 (stereo unspecified),-2%,-5%,-18%,-19%,-9%,0%,-18%,-6%
COc1ccc(OCC(=O)NCc2cccnc2)cc1,-2%,-1%,-22%,-1%,6%,7%,0%,-1%
CC(C)[C@H](O)C1=CCCCC1=O,-11%,3%,1%,-13%,.,-3%,-15%,.
O=C(Nc1nc2ccccc2s1)Nc1ccc([N+](=O)[O-])cc1Cl,-4%,5%,21%[10 µM],?,0%,1%,?,.
Cc1ccc(S(=O)(=O)N2CCN(CC(=O)NC(=O)NCc3ccco3)CC2)cc1C,7%,6%,6%[10 µM],-2%,-10%,5%,-1%,.

Exported with two lines to a compound: 3 of the compounds above
Each structure is followed by: Tau fibril FP	GAA spleen mod	HTT cytoprotect	Tau ThT inhib	GAA glycogen mod	GLA spleen mod	Tau fluor counter	GAA inh
- FC(F)(F)c1cccc(-c2ccc(-c3csnn3)o2)c1
→ -8%	2%	-30%	-13%	8%	4%	-20%	?
- CC(CNS(=O)(=O)c1ccccc1)Sc1ncccn1 (stereo unspecified)
→ -1%	4%	1%[10 µM]	0%	-13%	4%	-4%	.
- CC(NS(=O)(=O)c1ccccc1)C(=O)NCCc1ccccn1 (stereo unspecified)
→ -4%	5%	-5%[10 µM]	3%	23%	7%	1%	14%

Screening results as filed in PubChem BioAssay.
